Sm TGR block: blocks Schistosoma mansoni thioredoxin glutathione reductase; Q962Y6; purified TGR, DTNB reduction, TNB absorbance 405 nm; Potency, µM (top dose mostly 114 µM), for inactives: at the highest dose activity change, negative = inhibition, hits mostly inhibitors; actives 3% (n = 360,000); also: nearly all actives have a fitted effect of over 60% in size
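TGR 20 nM + NADPH 100 uM (dispensed conc.), cpd preinc 15 min RT; start with NADPH (500 uM addition) then DTNB (15 mM addition). Kinetic TNB absorbance, 405 nm filter. Four-parameter Hill fit across titration.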
TbPYK inhibitor: T. brucei pyruvate kinase inhibition; Potency, µM (top dose mostly 76.8 µM), for inactives: at the top dose activity, negative = inhibition, actives largely listed as inhibitors; TbPYK enzyme, Kinase-Glo Plus ATP luminescence, 45 min; Q57TT1; actives 0.12% (n = 410,000); also: nearly all actives have a fitted effect of over 50% in size
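Activity of T. brucei pyruvate kinase was followed by Kinase-Glo Plus luminescence after the enzyme reacted 45 min at room temperature with 130 uM ADP (final) and substrate. Test compounds were added before ADP at multiple concentrations.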
An asterisk follows results filed as active; ? = inconclusive; & = joins results of further samples; [ ] = another dose, or the depositor's remark. Calls follow the shape of the dose curve; as a rule, active = well fitted curve in the direction sought with a large enough effect; inconclusive = small, poorly fitted or top-dose-only effect, or another doubt; inactive = no such curve, though single readings can be large; an effect the other way counts as inactive or inconclusive. % is scaled to controls: 0 for no effect and ±100 for the full control effect; potency is read from the fitted curve at half-maximal effect. These rows are one share of the data. The share of hits here may be higher or lower than overall.

SMILES | Sm TGR block | TbPYK inhibitor
Cc1ccc(Cn2cnc3nc4c(cc3c2=O)CCCC4)cc1 | -1% | 0%
CCn1c(SCCOc2ccccc2F)nc2ccccc21 | 3% | 5%
COc1ccc(C(=O)Nc2cc(-c3nc4ccccc4s3)ccc2OC)cc1 | 3% | -8%
Cc1ccc(C2=Nc3ccccc3N(CC(=O)Nc3ccccc3F)C(=O)C2)cc1C | 3% | 2%
O=S(=O)(c1ccc(Cl)cc1)c1nnn2c1nc(NC1CCCCC1)c1sccc12 | 1% | 1%
CC(C)CCNC(=O)CN1C(=O)CCn2nc(-c3cn(C)c4ccccc34)cc21 | -2% | 1%
CC(=O)c1ccc(S(=O)(=O)N2CCn3cccc3C2c2ccc(C)cc2)cc1 (stereo unspecified) | -13% | -2%
COc1cccc(NC(=O)CC2C(=O)OCCN2Cc2ccccc2)c1 (stereo unspecified) | -36% | 1%
Cc1ccc(S(=O)(=O)N(CC(=O)NCCc2ccc(Cl)cc2)c2ccccc2C)cc1 | 3% | -2%
Cc1ccc(CSc2nc(=O)c3c(C)cc(C)nc3n2C2CC2)cc1 | -3% | 7%
CCCCCn1c(=O)[nH]c2cc(C(=O)N3CCN(c4cccc(C)c4)C(C)C3)ccc2c1=O (stereo unspecified) | 0% | 3%
Cc1ccc(C(=O)Nc2cccc(C(=O)OCc3cc(=O)n4c5c(sc4n3)CCCC5)c2)cc1 | 1% | -4%
CCOc1ccc(Nc2c(S(=O)(=O)c3ccccc3)cnc3ccc(CC)cc23)cc1 | -2% | 10%
O=C(CN1CCSc2ccccc21)N1CCN(c2ccccc2)CC1 | -4% | 2%
CCn1cc(C(=O)NCCc2ccc(C)cc2)c(=O)c2cc(S(=O)(=O)N3CCC(C)CC3)ccc21 | -1% | 6%
Cc1nnsc1C(=O)Oc1ccc(C(C)C)cc1 | -1% | -3%
CCOC(=O)c1[nH]c(C)c(CCC(=O)N2CCN(c3ccc(Cl)cc3)CC2)c1C | 1% | -8%
Cc1ccc(-n2c(/C=C\c3ccc(F)cc3)nc3ccccc3c2=O)cc1Cl | 2% | -9%
Cc1cc(=O)n(CC(=O)NCCC(C)C)c2c1c(C)nn2C | 6% | 5%
CCOC(=O)c1cc(-c2ccccc2)n(CCCC(=O)Nc2ccc(C)c(C)c2)c1C | 10% | -1%[15.4 µM]
CCc1ccc(S(=O)(=O)c2c(C(=O)c3ccc(C)c(C)c3)cnc3ccccc23)cc1 | ? | 3%
COc1ccc(C2=C(C)C(N3CCN(c4ccc(OC)cc4)CC3)=NS2(=O)=O)cc1 | -1% | 0%
CCN(c1ccccc1)S(=O)(=O)c1cc(Br)cc2c1N(C(=O)C1CC1)CC2 | -11% | 0%
O=C(CCCc1ccccc1)NC1CC(=O)N(c2cccc(F)c2)C1 (stereo unspecified) | 2% | -9%
COc1ccccc1C1C(C(=O)Nc2ccccc2)=C(C)Nc2nc(-c3ccccc3)nn21 (stereo unspecified) | 6% | 1%
COc1ccccc1CNC(=O)C1CCN(c2nc3ccc(C)cc3[nH]2)CC1 | 1% | -11%[15.4 µM]
COc1cccc(-n2c(SCC(=O)Nc3cccc(C)c3)nc3c([nH]c4ccccc43)c2=O)c1 | 21% | -2%
Cc1ccc(NC(=O)CN2C(=O)C(C)(C)c3ccccc32)cc1 | -7% | 1%
CC(=O)c1ccc(NC(=O)c2cn(C)c(=O)c3ccccc23)cc1 | -1% | -13%&8%
O=C(c1nc(-c2ccc(Cl)cc2)n2c1CCCCC2)N1CCN(c2ccc(F)cc2)CC1 | 5% | -1%
Cc1cc(C)cc(OCCSc2nc(-c3cccs3)nc3cc(=O)[nH]n23)c1 | 0% | 0%
CCC(=O)N1c2ccccc2CC1C(=O)NCc1ccc(CC)cc1 (stereo unspecified) | 1% | 1%
CCOC(=O)c1cnc2c(ccc3ccccc32)c1Nc1cccc(Cl)c1 | -1% | 2%
Cc1ccc2c(CC(=O)Nc3ccc(S(=O)(=O)Nc4nc(C)cc(C)n4)cc3)coc2c1 | -2% | -7%
O=C(CSc1nc(=O)[nH]c2c1CCC2)NCc1ccc(Cl)cc1 | 2% | 2%
CC(C)OCCCNC(=O)c1ccc(CSc2nc3cccnc3n2Cc2ccccc2)cc1 | 2% | 0%
COC(=O)c1ccc2nc(C)cc(Nc3ccc(O)cc3)c2c1 | -1% | 1%
CCc1nccn1S(=O)(=O)c1cc(Br)ccc1Br | -2% | 0%
CCC(=O)N1CCc2cc(S(=O)(=O)CCC(=O)NCc3ccccc3Cl)ccc21 | 8% | 3%
Cc1cccc(C(=O)N2CCc3cc(CNC(=O)c4ccco4)ccc32)c1 | 1% | -1%
CC(C)(C)CC(=O)NCC(c1ccc2c(c1)OCO2)N1CCN(c2ccccc2)CC1 (stereo unspecified) | 7% | -11%
CCOC(=O)c1sc(NC(=O)c2nc3ncccn3n2)c(C(=O)OC(C)C)c1C | 9% | -4%
CCn1c(C(=O)N2CCCC(C(=O)N3CCN(c4ccccc4)CC3)C2)cc2sccc21 (stereo unspecified) | -8% | -7%
COc1ccc(-c2cc(C(=O)Nc3c(C)nn(Cc4ccc(F)cc4)c3C)no2)cc1OC | 2% | 2%
CCCCOc1ccc(C2c3c(oc4ccc(C)cc4c3=O)C(=O)N2CCCN(C)C)cc1OCC (stereo unspecified) | -3% | 3%
O=C(Cn1ccn(-c2cccc(Cl)c2)c(=O)c1=O)NCCc1ccccc1 | -16% | 0%
CCOc1ccc(-n2nc3ccc(NC(=O)c4ccc(-c5cccc(Cl)c5)o4)cc3n2)cc1 | ? | -1%
Cc1ccccc1CNCCCSc1nnnn1-c1ccccc1 | 0% | 2%
Cc1ccc(C(=O)Nc2ccc3[nH]c(=O)c(=O)[nH]c3c2)cc1 | 2% | 1%
COc1ccc(Cc2nc3c4cnn(-c5ccccc5Br)c4ncn3n2)cc1 | 5% | 6%
COc1cccc(C(=O)NC2=NC(c3ccccc3F)CC(=O)N2)c1 (stereo unspecified) | -3% | 1%
Cc1nnc2c3ccccc3nc(Nc3ccccc3C(=O)O)n12 | -8% | 0%
CCc1cccc(C)c1NC(=O)c1cc(S(=O)(=O)N2CCCCCC2)cn1C | 8% | -2%
COc1ccc(OC)c(NS(=O)(=O)c2cc3c(cc2Cl)N(C(C)=O)CCO3)c1 | 2.5µM* | 0%
Cc1cc(OCC(=O)NCC2(N3CCOCC3)CCCCC2)ccc1Cl | 6% | -2%
CC(=O)N1CCN(C(=O)C(=O)Nc2c3c(nn2-c2ccc(Cl)cc2)CSC3)CC1 | -16% | -8%
CCOC(=O)N1CCN(C(=O)CN(c2ccccc2F)S(=O)(=O)c2ccc(C)cc2)CC1 | 2% | 0%
Cc1ccc(NS(=O)(=O)c2ccc3c(c2)CCCN3C(=O)C2CCC2)cc1Cl | 13% | -2%
CCC(Oc1ccccc1)C(=O)Nc1ccc2oc(-c3ccc(OC)cc3)nc2c1 (stereo unspecified) | -1% | -14%
COc1ccc(-c2cc(C)no2)cc1S(=O)(=O)NC1CCC(C)CC1 (stereo unspecified) | 8% | -1%[15.4 µM]

Later entries
SMILES | Sm TGR block | TbPYK inhibitor
Cc1cc(C)cc(NC2=C(c3ccccc3)C(=O)c3ccccc32)c1 | -2% | -4%
Cc1nn(-c2ccccc2)c2sc(C(=O)Nc3cccc(Br)c3)cc12 | -2% | -1%
CCCSc1ncc(Cl)c(C(=O)Nc2ccc(CC)cc2)n1 | 2% | -11%
COc1ccc(Cn2c(=O)[nH]c3cc(C(=O)NCCC(C)C)ccc3c2=O)cc1 | 0% | 2%
COc1ccccc1Nc1c2c(nc3ccc(NC(=O)/C=C/c4cccc(OC)c4OC)cc13)CCCC2 | 0% | 0%
Cc1ccc(CCNC(=O)C2CCCN(Cc3nc(-c4cccc(Cl)c4)oc3C)C2)cc1 (stereo unspecified) | 5% | 5%
COc1ccc(C(=O)NCCn2cc(SC(C)c3ccccc3)c3ccccc32)cc1OC (stereo unspecified) | 0% | 3%
COc1ccc(OC)c(NC(=O)Cn2c(=O)c3cccn3c3ccccc32)c1 | 1% | -2%
COc1ccc(-c2nc3sc(CCNC(=O)C(=O)Nc4ccc(C)c(F)c4)c(C)n3n2)cc1 | -4% | 1%
O=C(NCc1ccc(Cl)cc1)C(=O)NCC(c1ccc2c(c1)OCO2)N1CCOCC1 (stereo unspecified) | 6% | -14%
Cc1cc(=O)n2nc(N(C)CC(=O)NCc3ccccc3C)sc2n1 | -1% | 3%
Cc1cc(C)c(NC(=O)Cn2c(SCC(=O)NCc3ccccc3)nc3ccccc32)c(C)c1 | -10% | 0%
N#Cc1ccc(-c2cccs2)nc1SCc1ccc(Cl)cc1Cl | 4% | 0%
CSc1ncc(C(=O)NCc2ccc(C)cc2)c(-c2ccccc2)n1 | 5% | 0%
COC(=O)c1ccccc1NC(=O)CCn1c(=O)c2cccn2c2cccnc21 | 0% | -1%

For convenience, part of the list above:
SMILES | Sm TGR block | TbPYK inhibitor
CCCSc1ncc(Cl)c(C(=O)Nc2ccc(CC)cc2)n1 | 2% | -11%
COc1ccc(Cn2c(=O)[nH]c3cc(C(=O)NCCC(C)C)ccc3c2=O)cc1 | 0% | 2%
COc1ccccc1Nc1c2c(nc3ccc(NC(=O)/C=C/c4cccc(OC)c4OC)cc13)CCCC2 | 0% | 0%
Cc1ccc(CCNC(=O)C2CCCN(Cc3nc(-c4cccc(Cl)c4)oc3C)C2)cc1 (stereo unspecified) | 5% | 5%
COc1ccc(C(=O)NCCn2cc(SC(C)c3ccccc3)c3ccccc32)cc1OC (stereo unspecified) | 0% | 3%
COc1ccc(OC)c(NC(=O)Cn2c(=O)c3cccn3c3ccccc32)c1 | 1% | -2%
COc1ccc(-c2nc3sc(CCNC(=O)C(=O)Nc4ccc(C)c(F)c4)c(C)n3n2)cc1 | -4% | 1%
O=C(NCc1ccc(Cl)cc1)C(=O)NCC(c1ccc2c(c1)OCO2)N1CCOCC1 (stereo unspecified) | 6% | -14%
Cc1cc(=O)n2nc(N(C)CC(=O)NCc3ccccc3C)sc2n1 | -1% | 3%
Cc1cc(C)c(NC(=O)Cn2c(SCC(=O)NCc3ccccc3)nc3ccccc32)c(C)c1 | -10% | 0%
N#Cc1ccc(-c2cccs2)nc1SCc1ccc(Cl)cc1Cl | 4% | 0%
CSc1ncc(C(=O)NCc2ccc(C)cc2)c(-c2ccccc2)n1 | 5% | 0%
COC(=O)c1ccccc1NC(=O)CCn1c(=O)c2cccn2c2cccnc21 | 0% | -1%

Later entries.
SMILES | Sm TGR block | TbPYK inhibitor
Cc1ccc(-n2nc(CO)c(C(=O)NCc3cccs3)n2)cc1C | -7% | -3%
CCCCN(CC)CCNC(=O)C1CCCN(c2ncnc3onc(C)c23)C1 (stereo unspecified) | -2% | -9%
Cc1cc(NC(=O)c2cccn2-c2nnc(N3CCCCC3)s2)ccc1Br | 15% | -13%[15.4 µM]
Cc1ccc(NC(=O)C2CCCN(S(=O)(=O)c3cccc4cccnc34)C2)c(C)c1 (stereo unspecified) | 6% | -4%
Cc1ccc(Cn2c(SCc3ccc(C(=O)NC4CCCC4)cc3)nc3ccncc32)cc1 | 18% | 2%
COc1ccc(NC(=O)CN2CCN(Cc3ccccc3Cl)S2(=O)=O)cc1Cl | -1% | 6%
Cc1ccc(N2CC(c3nnc(NC(=O)c4ccco4)s3)CC2=O)cc1Cl (stereo unspecified) | 9% | 1%
CCN(C(=O)c1cn(CC(C)C)c(=O)c2cc(OC)c(OC)cc12)c1cc(OC)ccc1OC | -4% | 2%
CS(=O)(=O)c1ncc(Cl)c(C(=O)N2CCN(c3cccc(Cl)c3)CC2)n1 | 3.5µM* | -3%
O=C(NCc1ccccc1F)c1cccc(NC(=O)N2CCSc3ncccc32)c1 | -2% | -1%[15.4 µM]
Cc1cccc(N(C)S(=O)(=O)c2nnc(NC(=O)c3cccs3)s2)c1 | -1% | -1%
Cc1nn(S(=O)(=O)c2ccc(C(C)(C)C)cc2)c(C)c1S(=O)(=O)N1CCC(C)CC1 | 2% | -4%
Cc1ccc2[nH]c3c(=O)n(CC(=O)N(C)c4cc(Cl)ccc4C)ncc3c2c1 | -6% | -8%
CCC(C)NC(=O)c1ccccc1NC(=O)CN1C(=O)c2cccc3cccc1c23 (stereo unspecified) | 0% | -4%
Cc1nc2nc(NC(=O)c3ccccc3F)[nH]n2c(=O)c1Cl | 6% | -1%
Cc1ccc(OCC(=O)Nc2ccc(S(=O)(=O)Nc3cc(C)on3)cc2)c(Br)c1 | -9% | 0%
CCN1CCC(N(Cc2cccc(OC)c2)C(=O)Nc2ccc(C)cc2Cl)CC1 | 0% | 2%
Cc1cccc(N2CCN(C(=O)CCn3c(=O)c4cccn4c4cccnc43)CC2C)c1 (stereo unspecified) | -1% | 6%
O=C(Nc1ccc2nc(SCC(=O)N3CCOCC3)sc2c1)c1ccc(F)cc1 | 1% | -1%
COC(=O)c1ccc(C(=O)Nc2ccc(-c3nc4cc(NC(=O)c5ccc(C(=O)OC)cc5)ccc4o3)cc2)cc1 | -4% | 8%
CCOc1ccc(N(CC)S(=O)(=O)c2cc(Br)cc3c2N(C(C)=O)C(C)C3)cc1 (stereo unspecified) | 3% | 3%
Cc1ccc(S(=O)(=O)C(CNC(=O)C(=O)NCc2ccccc2C)c2cccs2)cc1 (stereo unspecified) | ? | -4%
COc1cc2ccccc2cc1C(=O)Nc1cccc(-c2nc3cc(C)c(C)cc3o2)c1 | -8% | -7%

High-throughput results from PubChem.
